DAX1 inh-1: NR0B1 (DAX1) inhibition. HEK293 Gal4-DAX1 luciferase reporter, luminescence. inhibition, % at 6.75 µM. actives 0.99% (n = 340,000). AID 504766;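 active means inhibition above the mean over all tested compounds plus 3 SD, cut at about 4.2% in these data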;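 further: 0% = DAX1-transfected cells with DMSO and 100% = empty-vector control cells with DMSO; inhibition shows as a rise in luminescence from relieved DAX1 repression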
Target sequence (P51843 207-470 limits assumed): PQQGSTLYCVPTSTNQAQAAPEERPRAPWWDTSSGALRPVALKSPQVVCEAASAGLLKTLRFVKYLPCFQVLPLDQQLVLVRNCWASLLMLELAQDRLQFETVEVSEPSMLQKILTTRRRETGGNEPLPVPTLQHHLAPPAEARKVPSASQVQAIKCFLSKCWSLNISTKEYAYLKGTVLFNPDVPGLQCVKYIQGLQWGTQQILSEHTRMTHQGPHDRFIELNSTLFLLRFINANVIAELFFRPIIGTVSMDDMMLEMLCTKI
SMARCA2 activ: activators of SMARCA2 function | actives 1% (n = 370,000) | MG213 cells, MMTV-luciferase reporter, dexamethasone, overnight | AID 652017 | activation, % at 9.1 µM; in the data active means activation above about 7.8%;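 further: 0% = vehicle wells and 100% = reference activator wells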
hgDAF-12 ag: agonists of H. glycines DAF-12 nuclear receptor. HEK293 GAL4-hgDAF12 UAS-luciferase reporter, agonist luminescence; normalized to butyrate control. activation, % at 6.8 µM. actives 1.8% (n = 370,000). AID 687014;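 active means activation above a cutoff set at the mean of all screened compounds plus 3 SD, cut at about 10% in these data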;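 further: 0% = DMSO wells and 100% = sodium butyrate wells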
hcDAF12 agonist: activators of H. contortus DAF-12 nuclear receptor; actives 1.4% (n = 370,000); activation, % at 6.8 µM; HEK293 hcDAF-12 lit1-tk-luc reporter, luminescence; 0% DMSO, 100% Δ7-dafachronic acid; AID 652067;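 active means activation above the mean of all tested compounds plus 3 SD, cut at about 5.5% in these data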;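 further: 100% = response to 3 µM Δ7-dafachronic acid high control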
DAX1 inh-2: blocks DAX1 repression of SF-1 activated StAR promoter; actives 1.1% (n = 370,000); inhibition, % at 6.8 µM; AID 652010; HEK293T StAR-luciferase reporter, SF-1/DAX-1 repression relief;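 active means inhibition above the mean over all tested compounds plus 3 SD, cut at about 3.6% in these data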;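 further: 0% = DAX-1 cells with DMSO and 100% = cells lacking DAX-1 with DMSO; higher inhibition means more luminescence from relief of DAX-1 repression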
GC-A act: GC-A (human) enzyme activation; P16066; HEK293 GC-A cells, cGMP TR-FRET, EC30 ANP; 0% at EC30 ANP, 100% saturating ANP; activation, % at 10 µM; actives 0.14% (n = 370,000); AID 1671463; in the data active means activation above about 40%
PG9 binder: binds the HIV-1 gp120 antibody PG9. TR-FRET gp120-PG9 antibody binding. inhibition, % at 6.7 µM. actives 0.43% (n = 360,000). AID 624416; in the data active means inhibition above about 8.5%
ADAM17 inh: inhibitors of human ADAM17; P78536; recombinant ADAM17, EDANS/DABCYL FRET peptide cleavage; inhibition, % at 6.95 µM; actives 0.83% (n = 370,000);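 active means inhibition above the mean of compounds lying between control limits plus 3 SD, set per campaign, cut at about 8.5% in these data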;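 further: 0% = DMSO-only wells as the low control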
Target sequence (P78536 215-824 limits assumed): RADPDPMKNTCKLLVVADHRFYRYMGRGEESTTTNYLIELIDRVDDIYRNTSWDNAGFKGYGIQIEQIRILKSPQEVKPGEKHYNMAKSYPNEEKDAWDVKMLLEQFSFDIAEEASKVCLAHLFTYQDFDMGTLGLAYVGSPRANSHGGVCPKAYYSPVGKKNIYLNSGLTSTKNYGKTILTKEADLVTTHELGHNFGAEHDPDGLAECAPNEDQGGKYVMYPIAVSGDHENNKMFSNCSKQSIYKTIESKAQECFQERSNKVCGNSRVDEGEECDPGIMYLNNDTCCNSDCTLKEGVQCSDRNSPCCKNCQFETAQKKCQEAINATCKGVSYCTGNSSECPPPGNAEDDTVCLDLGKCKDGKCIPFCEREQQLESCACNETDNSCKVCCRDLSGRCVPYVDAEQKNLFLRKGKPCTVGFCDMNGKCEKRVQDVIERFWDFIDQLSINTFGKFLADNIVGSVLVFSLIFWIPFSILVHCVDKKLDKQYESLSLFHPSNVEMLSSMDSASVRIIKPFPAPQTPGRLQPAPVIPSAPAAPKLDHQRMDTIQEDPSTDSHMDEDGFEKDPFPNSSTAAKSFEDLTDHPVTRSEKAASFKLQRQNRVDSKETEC
ADAM10 inh: ADAM10 inhibition, QFRET primary screen | O14672 | recombinant ADAM10, EDANS/DABCYL FRET peptide cleavage, 3 h | inhibition, % at 7 µM | actives 0.62% (n = 370,000) | AID 720582;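 active means inhibition above a per-campaign cutoff equal to the mean of compounds falling between control-based bounds plus 3 SD, cut at about 20% in these data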;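 further: 0% = DMSO wells while the 100% control is not disclosed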
ssDAF12 agonist: activators of S. stercoralis DAF-12 nuclear receptor. AID 652126. actives 1% (n = 370,000). HEK293 ssDAF-12/GRIP1 lit1-tk-luc reporter, luminescence; % of 3 µM dafachronic acid response. activation, % at 6.8 µM;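 active means activation above the mean over all tested compounds plus 3 SD, cut at about 0.9% in these data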;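 further: 0% = DMSO-only wells and 100% = 3 µM delta7-dafachronic acid wells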
GAA850 FXN act: activators of GAA850 frataxin (FXN) promoter. activation, % at 6 µM. HEK293 lucGAA850 FXN promoter luciferase reporter, 24 h; percent of 10 µM SAHA response. actives 0.56% (n = 360,000);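 active means activation above the average of all compounds screened plus 3 SD, cutoff fixed separately per campaign, cut at about 7.5% in these data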;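 further: 0% = DMSO wells and 100% = 10 µM SAHA wells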
Starred values were filed as active, the others as inactive; · = not tested or not shown. Rows were taken by chance (roughly 6.8% active in at least one column).

SMILES	DAX1 inh-1	SMARCA2 activ	hgDAF-12 ag	hcDAF12 agonist	DAX1 inh-2	GC-A act	PG9 binder	ADAM17 inh	ADAM10 inh	ssDAF12 agonist	GAA850 FXN act
C[C@H](C[C@H](O)[C@H]1OC1(C)C)C1=C2C[C@H](O)C3[C@@]4(C)CCC(=O)C(C)(C)C4CC[C@]3(C)[C@@]2(C)CC1 (some centres not stated)	-0.5	0	-1.6	-1.3	-1.0	-2	-1.8	5	12	-1.7	0.8
Cc1[nH]nc(Sc2ccccn2)c1[N+](=O)[O-]	0.6	0	3.9	0.3	0.2	1	-1.1	0	-5	-0.6	1.5
C=CCNC(=O)c1ccc(OC)cc1OC	1.2	1	-0.7	-1.4	0.6	0	-0.3	2	0	-1.1	1.5
Fc1ccc(-n2c(-c3cc(C4CC4)[nH]n3)n[nH]c2=S)cc1Cl	0.4	-2	1.2	2.1	1.5	5	2.7	-5	4	-0.9	-0.3
O=C(Nn1c(C2CCC2)nc2ccccc2c1=O)C1CCC1	1.2	-3	0.0	0.4	-1.1	-2	0.9	-4	-5	-1.6	1.1
O=C(NCCCn1ccnc1)/C(=C\c1ccc(Br)cc1)NC(=O)c1ccccc1F	0.2	-2	1.3	0.1	-0.2	1	-4.2	-2	-7	-1.1	2.0
CC(=O)Nc1cccc(NC(=O)CSc2nnc(NC(=O)C3CC3)s2)c1	1.3	0	-1.1	-0.8	1.0	2	-1.7	2	1	-1.2	0.3
CCOc1ccc(C2NC(=O)c3ccccc3O2)cc1 (configuration not stated)	1.4	1	2.5	3.5	0.2	5	-0.7	-23	-46	-0.9	-0.4
C/C=C/C(=O)OCC(=O)Nc1c(Cl)cccc1Cl	0.9	1	0.6	-0.8	-0.7	2	-0.9	0	2	-1.2	0.6
CC1CCCCC12NC(=O)N(CC(=O)OCc1ccccc1Cl)C2=O (configuration not stated)	-1.0	-1	-3.3	-1.4	-0.5	-1	-0.2	1	5	-1.1	-1.5
Cc1ccccc1NC(=O)COC(=O)Cc1ccsc1	0.9	-3	1.4	-0.1	-0.4	-2	-3.0	1	-9	-0.1	1.8
Cc1cc(C)c(C)c(S(=O)(=O)N2CCC(C(=O)N3CCCCCCC3)CC2)c1C	0.9	1	-1.7	-1.1	-1.7	1	-1.2	2	-8	-0.7	-1.6
CC1CCCCN1C(=O)Nc1cccc(Cl)c1 (configuration not stated)	0.6	0	0.6	-0.1	-0.1	6	0.1	-1	-2	-1.2	3.2
Cc1ccccc1CS(=O)(=O)c1cn(CC(=O)N2CCC(C)CC2)c2ccccc12	-1.1	0	-3.2	0.2	-0.3	0	0.3	-2	3	-0.5	-0.5
CC(=O)c1ccc(NC(=O)C2CCN(S(=O)(=O)c3cccnc3)CC2)cc1	0.4	4	3.6	-1.7	0.4	-9	-2.4	-3	3	-0.9	1.9
NC(=O)C1CCN(C(=O)c2ccc3c(=O)n(Cc4ccco4)c(SCc4ccc([N+](=O)[O-])cc4)nc3c2)CC1	-0.5	0	1.8	-1.1	-0.6	2	-0.4	0	14	-0.6	-0.6
CN1CCN(C(=O)c2cc3cc(Cl)ccc3[nH]2)CC1	1.0	1	3.6	0.0	0.2	-2	0.4	-1	-9	-0.8	1.6
COC(=O)C1=C(C)N(Cc2cccc(C(F)(F)F)c2)C(=NCc2cccc(C(F)(F)F)c2)NC1c1ccccc1C(F)(F)F (configuration not stated)	·	-2	0.1	-2.2	0.1	2	-0.9	-1	1	-1.2	·
COc1ccc(CC2(CO)CCN(Cc3nc(C(C)C)cs3)CC2)cc1	0.8	-6	-1.1	0.3	1.2	-1	2.6	7	11	-0.9	0.6
CN(C)C(CNC(=O)c1cc(S(=O)(=O)N(C)c2ccccc2)ccc1Cl)c1ccccc1 (configuration not stated)	-2.8	-3	-5.4	-3.3	-1.4	-2	0.5	3	3	-2.6	-0.8
O=C(O)c1ccc(-c2sc(Nc3ccccc3)n[n+]2-c2ccccc2)cc1	0.6	1	0.6	0.9	0.1	-3	-0.8	-6	8	-0.2	-0.1
C/C(=N\Nc1cc(C)nc(NCc2ccccc2)n1)c1cccc([N+](=O)[O-])c1	0.3	2	0.6	1.3	0.5	-4	-1.1	1	3	-0.5	2.6
C/C(=N\OC(=O)c1ccc(C)cc1)c1c(C)nc2cc(C)ccn12	1.3	-5	2.6	-1.0	0.6	-1	3.5	-17	-46	-1.7	3.2
O=C1NC[C@@H](CCCCN2C[C@H](Cc3ccc(O)cc3)N(Cc3ccccc3)C(=O)C2=O)N(CC2CCCCC2)C1=O	·	-2	-4.0	-1.6	0.8	3	1.1	-2	-9	-0.2	·
CN(C)S(=O)(=O)c1cccc(NC(=O)c2ccc3c(c2)S(=O)(=O)N=C2CCCCCN23)c1	0.3	-3	1.7	-0.1	-1.1	3	-0.7	-1	-2	-0.8	3.3

The final three entries of the section above lead into the next.
SMILES	DAX1 inh-1	SMARCA2 activ	hgDAF-12 ag	hcDAF12 agonist	DAX1 inh-2	GC-A act	PG9 binder	ADAM17 inh	ADAM10 inh	ssDAF12 agonist	GAA850 FXN act
C/C(=N\OC(=O)c1ccc(C)cc1)c1c(C)nc2cc(C)ccn12	1.3	-5	2.6	-1.0	0.6	-1	3.5	-17	-46	-1.7	3.2
O=C1NC[C@@H](CCCCN2C[C@H](Cc3ccc(O)cc3)N(Cc3ccccc3)C(=O)C2=O)N(CC2CCCCC2)C1=O	·	-2	-4.0	-1.6	0.8	3	1.1	-2	-9	-0.2	·
CN(C)S(=O)(=O)c1cccc(NC(=O)c2ccc3c(c2)S(=O)(=O)N=C2CCCCCN23)c1	0.3	-3	1.7	-0.1	-1.1	3	-0.7	-1	-2	-0.8	3.3
CCN(CC)c1ccc(NC(=O)c2ccccn2)cc1S(=O)(=O)Nc1ccccc1OC	-1.1	-1	3.2	-1.1	0.1	2	0.8	0	11	-0.9	2.1
Cc1ccccc1C(=O)NC1CCCCN(C(C)C)C1=O (configuration not stated)	·	-1	1.7	-3.0	0.2	0	·	-3	-2	0.2	·
COc1cccc(N2CCN(C3CC(=O)N(c4ccc(Cl)cc4)C3=O)CC2)c1 (configuration not stated)	0.5	0	-1.5	-2.1	0.5	-1	-0.1	-1	-9	-1.3	-0.1
CC(C)n1c(SCC(=O)NC2CC2)nnc1C1CC1	0.4	0	-2.0	0.2	-1.0	1	4.5	-6	-14	-0.6	-0.7
O=[N+]([O-])c1ccc2c(c1)-c1ccccc1C2O (configuration not stated)	-1.0	-4	2.4	1.3	-2.7	5	-0.6	-1	-11	-0.7	-1.0
CCC(C)(C)C1CCc2[nH]nc(C(=O)NCc3ccccn3)c2C1 (configuration not stated)	-0.3	0	-3.8	-3.1	-0.1	1	3.3	-1	3	-1.2	2.4
O=S(=O)(/N=C(/c1ccccc1)N1CCCCCC1)c1ccccc1	-0.2	-2	-3.6	-1.0	1.7	-5	-2.5	-4	-5	-1.4	0.8
COc1ccc(C)cc1C1=Nc2ccccc2C1(C)C	-0.6	-1	-1.9	-1.1	-0.4	3	-0.1	0	-3	-0.6	0.8
COc1ccc(NC(=O)/C(C#N)=C/c2ccc(-c3ccc(Cl)c(C(=O)O)c3)o2)cc1	0.8	1	0.1	2.3	0.4	-1	-2.5	-7	-5	-1.0	1.6
CCOc1ccc(NC(=O)c2ccc3c(c2)C(=O)N(Cc2ccncc2)C3=O)cc1	0.2	-1	-2.4	0.2	-1.2	1	-1.6	-5	-5	-0.5	-1.2
Cc1cccc(CS(=O)(=O)c2ncc(Cl)c(C(=O)Nc3ccc(F)cc3)n2)c1	-0.7	-8	-4.1	-3.2	-1.6	21	2.6	4	7	-0.4	-3.8
CCOc1cc(/C=C2/C(=N)N3OC(C)=CC3=NC2=O)ccc1OC	-0.2	0	4.0	0.6	-0.3	2	1.2	-8	-19	-1.4	4.4
COc1ccc(OC)c(C2C(C(=O)c3ccc(C)o3)=C(O)C(=O)N2CCCN2CCOCC2)c1 (configuration not stated)	1.7	2	1.2	0.2	-0.3	2	0.5	1	4	-1.2	-0.2
CCOC(=O)C1=C(C)NC(SCC(N)=O)=C(C#N)C1c1ccccc1 (configuration not stated)	-1.2	-1	-2.7	-1.0	0.0	-3	14*	0	-8	-1.9	5.5
CC(=O)NCCNC(=O)C1Cc2c(-c3ccc(Cl)cc3)ccnc2O1 (configuration not stated)	·	-5	-1.5	-2.3	1.0	2	1.4	0	-21	-0.7	1.8
O=C(COC(=O)C1CC1)NC(=O)c1ccccc1	-0.2	-5	-3.8	-1.1	2.0	3	-1.1	0	8	-0.5	2.2
Cc1cnc(Nc2nc3ccccc3o2)nc1C(=O)Nc1cccc(C(F)(F)F)c1	-1.1	0	2.4	-0.9	-0.1	-2	1.1	-3	-1	-0.9	-0.2
O=C(COc1ccc(Br)cc1)NCCCNC(=O)c1cccnc1	-0.7	-2	-4.6	-1.6	-8.2	0	-0.3	-1	-8	-0.8	4.3
COc1ccc(C)cc1NC(=O)c1cc2c(=O)n3ccccc3nc2n1C	1.4	-3	-1.2	-0.8	-0.3	1	1.1	-78	-207	-1.3	1.0
Nn1c(SCC(=O)Nc2cccc3ccccc23)nnc1-c1cc(-c2ccc(Cl)cc2)n[nH]1	·	-2	-1.9	2.0	-0.1	-19	·	-1	3	-0.4	·
O=C(CCC1CCCCC1)NCCN1C2=NC[C@H](Cc3ccccc3)N2C[C@H]1Cc1ccc(O)cc1	0.5	0	0.6	-0.3	-0.1	1	3.4	-5	0	-1.3	-1.1
O=C(CNC(=O)c1cccs1)NCC(=O)OCc1c(F)cccc1Cl	·	-1	-6.0	-2.5	-0.5	-3	0.7	-4	-5	-1.1	-0.1
COc1ccc(C(=O)/C=C/Nc2ccc([N+](=O)[O-])cc2)cc1	0.6	1	3.3	1.7	1.1	1	0.9	0	-1	-0.8	6.3
COc1ccc(CN(CCC(C)C)S(=O)(=O)c2ccccc2Br)c(OC)c1	-0.1	-3	1.9	-1.5	-2.0	-4	-0.4	4	4	-1.0	-2.3
CCc1nc(-c2ccccc2)c2ccccn12	1.7	2	-0.4	-0.7	-0.6	2	0.5	-2	6	-1.0	2.3

Next section
SMILES	DAX1 inh-1	SMARCA2 activ	hgDAF-12 ag	hcDAF12 agonist	DAX1 inh-2	GC-A act	PG9 binder	ADAM17 inh	ADAM10 inh	ssDAF12 agonist	GAA850 FXN act
O=C(COc1ccccc1)OCC(=O)c1ccc(O)cc1O	-0.9	0	2.2	-0.4	-0.1	0	-3.0	2	3	-0.6	-0.1
O=C(/C=C/c1ccccc1)c1ccc2c(c1)OCCCCO2	1.9	0	12*	3.8	2.0	1	2.0	1	-10	-0.2	4.7
O=C(CC1SC(=NCC2CCCO2)NC1=O)Nc1cccc2ccccc12 (configuration not stated)	-0.3	-1	0.7	-0.2	-0.1	1	0.1	-5	-6	-1.3	1.9
C=CCNC(=O)CSc1nc2sc3c(c2c(=O)n1CCCOC)CCC3	-0.5	-4	-0.7	-2.5	0.0	-1	1.0	-2	-4	-0.9	3.0
CC1(C)CC(=O)C(C2(O)C(=O)Nc3ccccc32)CO1 (configuration not stated)	1.6	0	-2.5	0.3	0.6	-1	0.8	-6	-2	-1.1	-2.2
NS(=O)(=O)c1ccc(CNC(=O)c2ccc(Br)o2)cc1	3.1	1	1.1	-1.9	-0.2	-1	0.8	-2	5	-1.0	-0.3
NC(=O)N/C=C1\CCCOC1=O	3.1	3	3.5	0.4	0.1	0	-1.2	-6	-1	-0.2	0.1
